# APE1 inh – blocks human APE1 abasic DNA cleavage; hit rate 0.35% among 350,000; recombinant APE1, TAMRA/BHQ-2 abasic DNA cleavage fluorescence; Potency, µM (titrated, usually from 65.8 µM), inactives show top-dose activity change, negative = inhibition, hits mostly inhibitors; AID 2517;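 also: plate controls were vehicle for no effect and reference inhibitor for full effect; nearly all actives have a fitted effect of over 55% in size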
#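 Measures dequenching upon AP-site incision of a 5'-TAMRA/3'-BHQ-2 THF-containing duplex, 50 nM; human APE1 0.75 nM after 15 min room-temperature exposure to compound; kinetic three-point read at one-minute spacing.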
# POLB inh – blocks human DNA polymerase beta activity | P06746 | Pol beta primer extension/strand displacement, fluorescence kinetic | Potency, µM (highest dose often 114 µM), for inactives: at the top dose activity change, negative = inhibition, hits mostly inhibitors | hit rate 1.3% among 340,000 | AID 485314; also: % is scaled to controls: 0 for no effect and ±100 for the full control effect
#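 10 nM enzyme + cpd, 15 min RT; start with substrate 50 nM final; read 0 min and after 10 min RT. Corrected, normalized data; 4-parameter Hill curve fit.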
# G9a block – G9a (human) methyltransferase inhibition | Q96KQ7 | G9a H3K9 monomethylation, AlphaScreen, 2 h | hit rate 8.8% among 350,000 | Potency, µM (highest dose often 102 µM), for inactives: at the top dose activity, negative = inhibition, usual class: inhibitors; also: % is scaled to controls: 0 for no effect and ±100 for the full control effect; nearly all actives have a fitted effect of over 75% in size
#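 Quantitative HTS format: methyltransferase activity on a biotin-tagged H3K9 peptide is measured by AlphaScreen, using a rabbit anti-monomethyl-H3K9 antibody with streptavidin donor and anti-IgG acceptor beads. Final levels are 20 nM enzyme, 500 nM peptide, 20 uM SAM; 2 h RT.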
# POLI inh – DNA polymerase iota (human) inhibition; Pol iota fluorescent replication assay, 10 min; hit rate 1% among 390,000; Q9UNA4; Potency, µM (titrated, usually from 115 µM), for inactives: at the top dose activity, negative = inhibition, usual class: inhibitors
#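 Fluorescent replication assay read twice, at 0 min and 10 min after adding 50 nM (final) substrate. Enzyme (10 nM) and compounds were first incubated 15 min at room temperature; enzyme-free buffer wells were negative controls.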
# BAZ2B block – blocks human BAZ2B; AlphaScreen BAZ2B-H3K14Ac peptide displacement; Potency, µM (highest dose often 114 µM), inactives show top-dose activity change, negative = inhibition, usual class: inhibitors; hit rate 4.4% among 360,000; AID 504333; also: % is scaled to controls: 0 for no effect and ±100 for the full control effect; nearly all actives have a fitted effect of over 60% in size
#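 Inhibition is scored as reduced AlphaScreen emission. The BAZ2B/b-H3(5-23)K14Ac complex (50 nM each) in PBS pH 7.4, 0.01% Tween-20 meets compound (up to 110 uM) for 30 min at RT before bead addition.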
# BLM helicase inh – Bloom syndrome helicase (human) inhibition; P54132; recombinant BLM DNA unwinding, fluorescence dequenching; Potency, µM (series often up to 56.1 µM), for the others: at the highest dose activity change, negative = inhibition, usual class: inhibitors; hit rate 0.2% among 350,000; AID 2528;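 also: plate controls were vehicle for no effect and no enzyme for full effect; nearly all actives have a fitted effect of over 35% in size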
# Target sequence (P54132 whole entry, looked up): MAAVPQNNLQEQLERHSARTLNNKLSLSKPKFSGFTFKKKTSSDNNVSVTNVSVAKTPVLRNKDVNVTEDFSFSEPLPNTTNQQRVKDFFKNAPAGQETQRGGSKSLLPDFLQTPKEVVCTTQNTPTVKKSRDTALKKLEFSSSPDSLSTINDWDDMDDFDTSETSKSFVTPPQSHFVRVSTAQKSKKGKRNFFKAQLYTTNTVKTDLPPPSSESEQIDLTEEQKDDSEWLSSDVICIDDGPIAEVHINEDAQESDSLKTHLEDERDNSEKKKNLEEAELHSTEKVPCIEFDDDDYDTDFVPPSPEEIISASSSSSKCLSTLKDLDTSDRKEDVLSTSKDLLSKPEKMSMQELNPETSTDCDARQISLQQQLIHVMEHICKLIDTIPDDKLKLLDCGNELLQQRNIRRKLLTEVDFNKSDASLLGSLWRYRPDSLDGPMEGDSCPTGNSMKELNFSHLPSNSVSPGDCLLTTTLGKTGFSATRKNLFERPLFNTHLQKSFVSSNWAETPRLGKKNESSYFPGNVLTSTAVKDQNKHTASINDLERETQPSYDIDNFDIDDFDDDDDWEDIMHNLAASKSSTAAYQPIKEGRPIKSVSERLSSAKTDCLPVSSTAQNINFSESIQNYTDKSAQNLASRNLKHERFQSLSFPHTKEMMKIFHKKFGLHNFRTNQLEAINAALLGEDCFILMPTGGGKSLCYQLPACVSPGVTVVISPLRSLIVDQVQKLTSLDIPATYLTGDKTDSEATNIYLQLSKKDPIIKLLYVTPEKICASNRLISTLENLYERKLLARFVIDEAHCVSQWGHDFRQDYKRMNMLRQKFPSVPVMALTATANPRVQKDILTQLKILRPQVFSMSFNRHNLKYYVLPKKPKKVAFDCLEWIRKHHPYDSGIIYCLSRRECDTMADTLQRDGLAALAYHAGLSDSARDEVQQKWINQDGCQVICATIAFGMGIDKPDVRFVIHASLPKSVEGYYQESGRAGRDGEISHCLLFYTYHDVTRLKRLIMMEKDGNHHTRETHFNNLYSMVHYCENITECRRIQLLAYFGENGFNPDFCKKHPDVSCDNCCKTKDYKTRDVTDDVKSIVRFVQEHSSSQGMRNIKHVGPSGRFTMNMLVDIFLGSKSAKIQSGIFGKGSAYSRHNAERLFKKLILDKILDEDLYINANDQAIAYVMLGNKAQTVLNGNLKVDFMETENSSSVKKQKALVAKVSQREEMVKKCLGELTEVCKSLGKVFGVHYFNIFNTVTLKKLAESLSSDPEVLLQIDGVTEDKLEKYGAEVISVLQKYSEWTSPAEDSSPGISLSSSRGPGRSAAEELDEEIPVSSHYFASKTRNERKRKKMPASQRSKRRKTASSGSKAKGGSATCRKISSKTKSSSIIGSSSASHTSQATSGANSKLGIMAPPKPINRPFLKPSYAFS
# Anesthetic bind – candidate novel general anesthetic via apoferritin binding | apoferritin/1-aminoanthracene competitive binding, fluorescence | Potency, µM (doses to about 77.5 µM), without a hit: at the top dose activity change, negative = displacement, most hits filed as inhibitors | hit rate 0.074% among 350,000; also: % is scaled to controls: 0 for no effect and ±100 for the full control effect; nearly all actives have a fitted effect of over 20% in size
#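 10 uM apoferritin + 50% sat. 1-AMA, PBS; cpd 10 min RT; Ex380/Em535 endpoint; normalized to free probe vs complex; 4-param Hill fit; propofol titration as pos. ctrl.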
# Pol eta inh – blocks human DNA polymerase eta activity. hit rate 1.2% among 390,000. Potency, µM (top dose mostly 114 µM), without a hit: at the top dose activity change, negative = inhibition, most hits filed as inhibitors. recombinant Pol eta, fluorescent DNA replication assay; also: % is scaled to controls: 0 for no effect and ±100 for the full control effect
#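 Pol eta at 10 nM preincubated with compounds 15 min at room temperature; reaction started with fluorescent substrate (50 nM final) and read kinetically at 0 and 10 min.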
# Pol kappa inh – inhibitors of human DNA polymerase kappa; Q9UBT6; purified Pol kappa, fluorescent DNA synthesis assay, 10 min; Potency, µM (top dose mostly 107 µM), without a hit: top-dose activity, negative = inhibition, hits mostly inhibitors; hit rate 0.53% among 400,000; AID 588579; also: % is scaled to controls: 0 for no effect and ±100 for the full control effect
#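 Enzyme at 10 nM met test compounds for 15 min at room temperature. Substrate addition (50 nM final) began the reaction, which was monitored by fluorescence at 0 and 10 min.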
# * hit, by the source's call; ? = inconclusive; · = no result given; & = joins results of further samples; [ ] = dose if it differs, or a comment. Calls follow the shape of the dose curve; as a rule, active = well fitted curve in the direction sought with a large enough effect; inconclusive = small, poorly fitted or top-dose-only effect, or another doubt; inactive = no such curve, though single readings can be large; an effect the other way counts as inactive or inconclusive. Potency is read from the fitted curve at half-maximal effect. These rows are one share of the data. The share of hits here may be higher or lower than overall.
SMILES,APE1 inh,POLB inh,G9a block,POLI inh,BAZ2B block,BLM helicase inh,Anesthetic bind,Pol eta inh,Pol kappa inh
CN(C)c1ccc(NC(=O)/C=C/c2c(Cl)cccc2Cl)cc1,?,88%,1.8µM*,16%,?,0%,2%,-5%,-4%
CN1C(=O)CSc2ccc(NC(=O)N3CCc4ccccc43)cc21,1%,18%,-30%,-15%,-16%,-2%,-1%,6%,-2%[60.1 µM]
COc1cccc2sc(Nc3nnc(-c4ccccc4Cl)o3)nc12,-3%,-11%,5%,17%,-3%,-3%,-4%,?,-5%
COc1cc(/C=C/c2nc3ccccc3c(=O)[nH]2)cc(Br)c1O,-11%,?,?,?,?,-18%,9%,?,-8%
COc1ccc(C(=O)NCc2nnc(SCC(=O)Nc3cc(Cl)ccc3OC)o2)cc1,-12%,-5%,-1%,?,19%,0%,-13%,-15%,5%
Cc1c(NC(=O)c2ccccc2)cccc1[N+](=O)[O-],15%,?,-4%[59 µM],27%,3%,3%,-6%,-14%,-9%
O=C(O)CCS(=O)(=O)Cc1ccccc1F,-3%,15%,-14%[59 µM],1%,?,5%,-1%,-12%,-2%
COc1cc(OC)cc(C(=O)N(CN2CCCC2=O)c2ccccc2OC)c1,-3%,8%,2%[0.501 µM],23%,-10%,-3%,-4%,-1%,-3%
O=c1c([N+](=O)[O-])c(O)c2ccccc2n1Cc1ccccc1,10%,7%,28µM*,6%,-17%,-5%,-5%,-12%,-16%
CCCc1cc(=O)[nH]c(SCC(=O)Nc2nonc2N)n1,-2%,0%,1%[59 µM],7%,5%,-1%,-1%,10%,-6%[60.1 µM]
CCC(C(=O)NCCc1ccc(Cl)cc1)n1nc(C)c2c(C)n(-c3ccccc3)nc2c1=O (centres undefined),·,5%,-41%[59 µM],16%,-11%,-2%,-12%,-2%,-5%
COCCSc1ccccc1C(=O)NCc1ccc(S(N)(=O)=O)cc1,-2%,11%,45µM*,1%[58.9 µM],37%[activator],2%,-2%,-11%,1%
O=C(CN1C(=O)NC2(CCCCC2)C1=O)Nc1ccc(F)cc1,?,-3%,-14%,38%[activator],10%,10%,-7%,-17%,-4%
CCN(CC)c1ncnc2c1sc1nc(N3CCOCC3)c3c(c12)CCC3,-3%,1%,-2%[59 µM],·,-4%,1%,-10%,·,·
COc1ccc(C(=O)N2CCC3(CC2)CN(c2ccc(-c4ccccc4)cc2)C3)cc1,5%,·,-1%[12.7 µM],·,·,-16%,·,·,1%[60.1 µM]
CC(=O)Nc1ccc(OCC(O)Cn2ccnc2)cc1 (centres undefined),-7%,2%,-1%,20%,-1%,-6%,-9%,-10%,-9%
CC(C)=CCSc1nnc(CCNC(=O)OC(C)(C)C)o1,-2%,-18%,1%[12.7 µM],10%,8%,-12%,0%,-9%,0%
O=C(COC(=O)c1ccc(S(=O)(=O)Nc2ccccc2)cc1)NCC1CCCO1 (centres undefined),-2%,35%,-2%,42%,-19%,-1%,-4%,-13%,-13%
Cc1cccc(N2C(=O)CCC2=O)n1,-3%,42%,17%[59 µM],124%[activator],-3%,1%,-4%,-7%,-7%
Cc1cc(NC(=O)COc2ccccc2C#N)no1,17%,·,14%[59 µM],51%[activator],8%,·,·,-14%,-16%
O=C(/C=C\c1ccco1)Oc1cccc2cccnc12,-11%,22µM*,-47%,25µM*,32µM*,-9%,-12%,-16%,?
CCc1ccccc1NC1c2ccccc2C(=O)N1c1cc(C)ccn1 (centres undefined),-4%,8%,-6%[59 µM],8%,-2%,3%,-1%,-17%,-6%
Cc1ccc(Cl)cc1NC(=O)c1cnn2c1NC(c1ccco1)CC2C(F)(F)F (centres undefined),-4%,0%,-7%,?,?,-9%,-23%,-15%,-9%
Clc1ccc(C2[C@H]3CN(Cc4cccnc4)[C@H](c4ccccc4)C34CC2(c2ccccc2)C4)cn1 (some centres undefined),-4%&-3%,2%,-9%[59 µM],-14%,?,-6%&-5%,8%&-3%,-17%,5%
CC(C)c1ccc(NC(=S)NNC(=O)C2CC2)cc1,19%,5%,·,30%[activator],10%,-9%,-9%,-17%,-4%

# BAZ2B block: hit marks shown above
Compound	APE1 inh	G9a block	POLI inh	BAZ2B block	BLM helicase inh	Pol eta inh	Pol kappa inh
O=C(/C=C\c1ccco1)Oc1cccc2cccnc12	-11%	-47%	25µM*	32µM*	-9%	-16%	?

# Returning to the listing, repeating the 6 entries before the break.
SMILES,APE1 inh,POLB inh,G9a block,POLI inh,BAZ2B block,BLM helicase inh,Anesthetic bind,Pol eta inh,Pol kappa inh
Cc1cc(NC(=O)COc2ccccc2C#N)no1,17%,·,14%[59 µM],51%[activator],8%,·,·,-14%,-16%
O=C(/C=C\c1ccco1)Oc1cccc2cccnc12,-11%,22µM*,-47%,25µM*,32µM*,-9%,-12%,-16%,?
CCc1ccccc1NC1c2ccccc2C(=O)N1c1cc(C)ccn1 (centres undefined),-4%,8%,-6%[59 µM],8%,-2%,3%,-1%,-17%,-6%
Cc1ccc(Cl)cc1NC(=O)c1cnn2c1NC(c1ccco1)CC2C(F)(F)F (centres undefined),-4%,0%,-7%,?,?,-9%,-23%,-15%,-9%
Clc1ccc(C2[C@H]3CN(Cc4cccnc4)[C@H](c4ccccc4)C34CC2(c2ccccc2)C4)cn1 (some centres undefined),-4%&-3%,2%,-9%[59 µM],-14%,?,-6%&-5%,8%&-3%,-17%,5%
CC(C)c1ccc(NC(=S)NNC(=O)C2CC2)cc1,19%,5%,·,30%[activator],10%,-9%,-9%,-17%,-4%
CCCCn1c(=O)c(CCC(=O)OCC(=O)Nc2ccc(F)c(Cl)c2)nc2ccccc21,-7%,-2%,1%[59 µM],-2%,0%,2%,6%,-25%,0%
CCOC(=O)c1c(NC(C)=O)sc2c(O)c(Br)ccc12,5%,24%,1.6µM*,25%,9%,-5%,2%,-1%,-5%
CN(c1cccc(Cl)c1)S(=O)(=O)c1cccc(C(=O)NN2CCOCC2)c1,31%,·,25%[59 µM],32%[activator],-8%,·,·,-20%,3%
O=C(NCc1ccncc1)C(=O)NCC1OCCCN1S(=O)(=O)c1ccc(F)cc1 (centres undefined),11%,4%,13%,31%[activator],-6%,-1%,-4%,-12%,-11%
CC(=O)C1=C(O)C(=O)N(c2cccc(Br)c2)C1c1ccc(Br)cc1 (centres undefined),16%,9%,?,-7%,-35%,-8%,-13%,-17%,4%
CCn1c(=N)c(C(=O)NCCCOC)cc2c(=O)n3cccc(C)c3nc21,?,0%,13%[2.33 µM],-14%,?,94%[activator],·,-2%,-17%
Cc1ccc2c(CN3CCCc4ccccc43)cc(=O)oc2c1C,-7%,-21%,?,11%,8%,1%,?,-3%,-4%
Cc1ccsc1/C=N/Nc1nc2ccccc2[nH]1,0%,5%,6%[59 µM],7%,-37%,3%,6%,-7%,-17%
Cc1ccc(N2CC(NC(=O)/C=C\c3ccc4c(c3)OCO4)CC2=O)cc1C (centres undefined),·,-1%,-28%[59 µM],-19%,-3%,-1%,?,-14%,-7%[60.1 µM]
CCOc1ccc(-c2ccc(NS(=O)(=O)c3ccc(C)cc3)cc2)nn1,·,-1%,1%[59 µM],-15%,-16%,-6%,?,7%,-11%[60.1 µM]
Cc1cc(C)c(C)c(S(=O)(=O)NCC(=O)O)c1C,2%,2%,-39%[59 µM],-8%,-3%,3%,-9%,-8%,-3%
COc1ccc2c(c1)c(N1CCCC1=O)c(C(=O)Nc1ccc(Cl)cc1C)n2C,·,-1%,4%[59 µM],22%,-16%,-2%,0%,-11%,10%
Cc1ccc(Cn2ncc3c(NN)ncnc32)cc1,-4%,32%,?,132%[activator],50µM*,-14%,2%,-8%,-4%
CCNC(=O)CC1C(=O)N(c2ccccc2)C(=O)N1CCc1ccc(OC)cc1 (centres undefined),7%,4%,·,17%,3%,-2%,-11%,-4%,-8%
O=C1CCCC2=C1C(c1ccncc1)c1c(nc(SCc3ccccc3)[nH]c1=O)N2 (centres undefined),0%,-3%,·,59%[activator],-11%,-5%,1%,-9%,-17%
O=C1OC(c2ccccc2)=C/C1=C/c1cccs1,-6%,5%,13µM*,2%,10µM*,-8%,-24%,-20%,-5%
Cc1ccc(N2CC(C(=O)OCC(=O)c3ccc(C)c([N+](=O)[O-])c3)CC2=O)cc1 (centres undefined),9%,·,?,25%,-2%,·,·,0%,-1%
Cc1cc(C)n(CC(=O)N/N=C/c2cc([N+](=O)[O-])ccc2O)n1,?,9%,-14%,-3%,40µM*,-10%,-4%,-21%,1%
CC(=O)Nc1ccc(N(CC(=O)NC2CCCC2)C(=O)CCC(=O)Nc2cc(C)on2)cc1,21%,48%,10%,-19%,3%,-3%,-4%,-6%,1%
Cc1csc(N/N=C/c2ccccn2)n1,-7%,-1%,?,30%,·,1%,-17%,-10%,-20%
CCNC(=S)NNC(=O)C1CCCCC1,-1%,21%,-10%[59 µM],12%,-3%,0%,-3%,-1%,-11%
Cc1cc(C(=O)CSc2nnc(N)s2)c(C)n1Cc1ccco1,-5%,2%,40µM*,89%[activator],-38%,-6%,-12%,11%,-19%

# Reformatted tab-delimited: part of the list above.
Compound	APE1 inh	POLB inh	G9a block	POLI inh	BAZ2B block	BLM helicase inh	Anesthetic bind	Pol eta inh	Pol kappa inh
O=C1OC(c2ccccc2)=C/C1=C/c1cccs1	-6%	5%	13µM*	2%	10µM*	-8%	-24%	-20%	-5%
Cc1ccc(N2CC(C(=O)OCC(=O)c3ccc(C)c([N+](=O)[O-])c3)CC2=O)cc1 (centres undefined)	9%	·	?	25%	-2%	·	·	0%	-1%
Cc1cc(C)n(CC(=O)N/N=C/c2cc([N+](=O)[O-])ccc2O)n1	?	9%	-14%	-3%	40µM*	-10%	-4%	-21%	1%

# High-throughput results deposited in PubChem by National Center for Advancing Translational Sciences (NCATS).
